Compound activity: PubChem BioAssay, National Center for Advancing Translational Sciences (NCATS)
JMJD2A Tudor inh = inhibitors of human JMJD2A Tudor domain; O75164; AlphaScreen JMJD2A-Tudor / H3K4me3 peptide binding; Potency, µM (series often up to 114 µM), for the others: top-dose activity change, negative = inhibition, usual class: inhibitors; 390,000 tested, 4.4% active; AID 504339; note: potency is the fitted concentration of half-maximal effect; % is set by controls: 0 for no effect and ±100 for the full control effect; nearly all actives have a fitted effect of over 50% in size
POLH inh = blocks human DNA polymerase eta activity. recombinant Pol eta, fluorescent DNA replication assay. Q9Y253. Potency, µM (series often up to 114 µM), for the others: at the top dose activity change, negative = inhibition, actives largely listed as inhibitors. 390,000 tested, 1.2% active; note: potency is the fitted concentration of half-maximal effect; % is set by controls: 0 for no effect and ±100 for the full control effect
Target sequence (Q9Y253 whole entry, looked up): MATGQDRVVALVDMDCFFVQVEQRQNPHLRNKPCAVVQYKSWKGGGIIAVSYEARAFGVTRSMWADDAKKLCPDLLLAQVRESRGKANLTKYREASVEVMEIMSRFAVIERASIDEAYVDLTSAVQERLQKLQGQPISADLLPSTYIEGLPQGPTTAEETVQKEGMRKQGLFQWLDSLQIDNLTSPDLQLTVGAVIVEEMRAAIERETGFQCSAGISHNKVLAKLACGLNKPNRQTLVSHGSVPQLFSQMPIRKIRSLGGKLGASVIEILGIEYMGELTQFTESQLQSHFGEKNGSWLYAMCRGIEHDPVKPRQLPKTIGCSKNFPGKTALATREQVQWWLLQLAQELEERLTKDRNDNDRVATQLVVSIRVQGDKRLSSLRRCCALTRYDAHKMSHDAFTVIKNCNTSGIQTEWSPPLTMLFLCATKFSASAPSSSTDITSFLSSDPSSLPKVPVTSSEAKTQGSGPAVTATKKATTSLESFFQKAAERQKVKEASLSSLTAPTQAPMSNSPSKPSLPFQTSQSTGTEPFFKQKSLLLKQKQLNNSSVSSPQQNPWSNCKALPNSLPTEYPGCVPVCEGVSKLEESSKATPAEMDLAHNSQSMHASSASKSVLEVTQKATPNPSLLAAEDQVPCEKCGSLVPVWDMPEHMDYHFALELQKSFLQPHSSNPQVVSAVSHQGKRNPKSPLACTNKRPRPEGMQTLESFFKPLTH
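Fluorescent replication assay: 50 nM final substrate added after a 15 min room-temperature compound preincubation with 10 nM enzyme. Signal taken at 0 min and again at 10 min.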
Pin1 inhibitor = inhibitors of human Pin1; 390,000 tested, 0.009% active; Potency, µM (top dose mostly 115 µM), without a hit: at the top dose activity, negative = inhibition, most hits filed as inhibitors; Q13526; Pin1 FP peptide displacement, HiFluor488, 10 min; active = well fitted inhibition curve with a large enough effect in the polarisation, with a control signal flat, not every such curve was filed as active; inconclusive = small, poorly fitted or top-dose-only effect, or effect the other way, or a change in a side signal; inactive = no such curve, though single readings can be large or run the other way; the % refers to the polarisation; note: potency is the fitted concentration of half-maximal effect; % is set by controls: 0 for no effect and ±100 for the full control effect
Target sequence (Q13526 whole entry, looked up): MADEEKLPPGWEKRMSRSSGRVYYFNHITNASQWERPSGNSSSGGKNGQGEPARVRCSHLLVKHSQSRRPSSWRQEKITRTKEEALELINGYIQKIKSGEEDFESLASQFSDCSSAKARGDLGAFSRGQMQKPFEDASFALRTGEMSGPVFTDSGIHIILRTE
GLS inhibitor = blocks human kidney-isoform glutaminase activity. O94925. GLS enzymatic activity, qHTS titration. Potency, µM (doses to about 45.5 µM), without a hit: at the highest dose activity change, negative = inhibition, most hits filed as inhibitors. 410,000 tested, 0.21% active. AID 624170; note: potency is the fitted concentration of half-maximal effect; % is set by controls: 0 for no effect and ±100 for the full control effect
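Two-point fluorescence kinetic (t0, 30 min RT) for hKGA; glutamate detected via glutamate oxidase–HRP–Amplex Red. Substrate: 1 mM L-glutamine solution; buffer 45 mM KH2PO4, pH 8.2.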
HP1b binding inh = blocks HP1-beta chromodomain binding to methylated histone tails. P83916. AlphaScreen HP1-beta / biotin-H3K9me3 peptide binding. Potency, µM (titrated, usually from 114 µM), inactives show at the top dose activity change, negative = inhibition, usual class: inhibitors. 390,000 tested, 0.56% active. AID 540317; note: potency is the fitted concentration of half-maximal effect; nearly all actives have a fitted effect of over 70% in size; inactives centre near 23
Target sequence (P83916 whole entry, looked up): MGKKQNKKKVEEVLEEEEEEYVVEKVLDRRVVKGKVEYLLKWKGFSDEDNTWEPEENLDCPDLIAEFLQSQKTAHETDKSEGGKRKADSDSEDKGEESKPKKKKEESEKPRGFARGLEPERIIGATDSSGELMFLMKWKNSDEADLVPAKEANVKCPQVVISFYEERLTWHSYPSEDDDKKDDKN
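Compound inhibition of the preformed complex between 50 nM HP1-beta and 50 nM biotinylated H3K9me3 peptide was read by AlphaScreen. Buffer was PBS pH 7.4 with 0.01% Tween-20. Incubations ran 30 min at room temperature, with 10 ug/mL donor/acceptor beads.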
PI4K2A inh = PI4K2A (human) kinase inhibition | Q9BTU6 | purified PI4K2A, ADP-Glo luminescence, 1 h; stronger effect = lower value | activity change, negative = inhibition, % at 76.9 µM | 420,000 tested, 0.13% active | AID 1346378; in the data active = activity change below about -50%; inconclusive = mostly about -30% to -49%;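 note: -100% = wells without enzyme as full effect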
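PI4K2A activity was measured by ADP-Glo luminescence: enzyme (4 ug/mL stock) and phosphatidylinositol (1.2 mM stock) in Tris pH 7.5/MgCl2/EGTA/Triton X-100 buffer were reacted with ATP (300 microM stock) for one hour at ambient temperature.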
PGK inhibitor = inhibitors of T. brucei phosphoglycerate kinase; PGK/GAPDH coupled, Kinase-Glo luminescence, 60 min; Potency, µM (highest dose often 57.5 µM), inactives show at the highest dose activity change, negative = inhibition, actives largely listed as inhibitors; 380,000 tested, 0.043% active; AID 602233; note: potency is the fitted concentration of half-maximal effect; % is set by controls: 0 for no effect and ±100 for the full control effect; nearly all actives have a fitted effect of over 60% in size
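Luminescent ATP detection (Kinase-Glo Plus) follows a 60-minute room-temperature incubation, with wells lacking PGK as controls. Buffer: 100 mM TEA (pH 7.6), 5 mM MgCl2, 0.01% Tween-20. Coupling enzyme GAPDH (100 nM final) supplies unstable 1,3-BPG in-well.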
BAZ2B inh = BAZ2B (human) inhibition | Q9UIF8 | AlphaScreen BAZ2B-H3K14Ac peptide displacement | Potency, µM (highest dose often 114 µM), without a hit: at the top dose activity change, negative = inhibition, usual class: inhibitors | 360,000 tested, 4.4% active; note: potency is the fitted concentration of half-maximal effect; % is set by controls: 0 for no effect and ±100 for the full control effect; nearly all actives have a fitted effect of over 60% in size
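AlphaScreen luminescence quantifies BAZ2B engagement of H3K14Ac peptide; the protein and biotinylated peptide are both at 50 nM final, buffer PBS pH 7.4 with 0.01% Tween-20, all steps at room temperature.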
G9a inh = G9a (human) methyltransferase inhibition; Q96KQ7; G9a H3K9 monomethylation, AlphaScreen, 2 h; Potency, µM (series often up to 102 µM), for inactives: at the highest dose activity, negative = inhibition, actives largely listed as inhibitors; 350,000 tested, 8.8% active; AID 504332; note: potency is the fitted concentration of half-maximal effect; % is set by controls: 0 for no effect and ±100 for the full control effect; nearly all actives have a fitted effect of over 75% in size
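Enzyme 20 nM + cpd, 15 min RT; add b-H3K9 pep 500 nM / SAM 20 uM; 2 h RT; anti-H3K9me1 Ab 0.5 ug/mL + SA donor / anti-rabbit acceptor beads 20 ug/mL each, 10 min; AlphaScreen read.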
* = called active by the depositor; i = inactive; ? = inconclusive; . = no result given; & = joins results of further samples; [ ] = dose if it differs, or a comment. Unless noted, calls come from the whole dose curve; as a rule, active = well fitted curve in the direction sought with a large enough effect; inconclusive = small, poorly fitted or top-dose-only effect, or another doubt; inactive = no such curve, though single readings can be large; an effect the other way counts as inactive or inconclusive. Only part of the results is shown; the hit share may differ from the screen's.

Values run as follows: Pin1 inhibitor	G9a inh	PI4K2A inh	POLH inh	JMJD2A Tudor inh	PGK inhibitor	BAZ2B inh	GLS inhibitor	HP1b binding inh
Cc1ccc2c(c1)[nH]c1c(=O)n(CCN3CCCCC3)cnc12
  4%	1%	0	-12%	-8%	-14%	-1%	-4%	44%[activator]
O=C(COC(=O)c1ccc(F)c(S(=O)(=O)N2CCOCC2)c1)Nc1ccc2c(c1)OCO2
  0%	-40%	0	-5%	-11%	-1%	-5%	2%	8%
CCOC(=O)Cc1csc(SCC(=O)Nc2cc(Cl)ccc2Oc2ccccc2)n1
  12%	99%[activator][59 µM]	-5	-12%	18%	2%	24%	2%	81%[activator]
COC(=O)c1ccc(NC(=O)CN(c2ccc(C)cc2)S(=O)(=O)c2c(C)nn(C)c2C)cc1
  32%[activator]	5%	-2	-6%	-15%	-6%	3%	1%	17%
Cc1cc(F)ccc1S(=O)(=O)N1CCCOC1CNC(=O)C(=O)NCc1ccccn1 (stereo not given)
  5%	34%	-5	-18%	-7%	-3%	-1%	-2%	45%[activator]
Cc1cc(C)cc(NC(=O)Nc2ccc3nc(N4CCN(C)CC4)cc(C)c3c2)c1
  1%	-23%[59 µM]	-1	-17%	-4%	i	0%[57.1 µM]	5%	24%
Cc1ccc(C(=O)N(c2ccccc2)C2CC(C)N(C(=O)c3ccco3)c3ccccc32)cc1 (stereo not given)
  -1%	-37%[59 µM]	0	-6%	-30%	0%	-38%	0%	-2%
CCOC(=O)NC(=O)C(=CNc1ccccc1C)C(=O)NC(=O)OCC
  1%	4%	4	3%	1%	-11%	6%	1%	36%
O=C(Cn1c(=O)cnc2ccccc21)NNC(=O)c1ccc(Cl)cc1
  3%	?	3	-10%	-12%	-1%	10%	5%	36%
CN=C1C=C/C(=N/N=c2\ccn(O)cc2C)C=C1C
  25%	7.9µM*	-18	-29%	-28%	-29%	35µM*	-19%	?
O=C(OCC(=O)N1CCCCCC1)c1ccc(Br)c(S(=O)(=O)N2CCOCC2)c1
  -15%	.	4	-3%	-4%	-5%	.	-3%	30%
COc1ccc(OCC(=O)N2CCc3ccccc3C2)cc1
  1%	-8%[0.501 µM]	-5	2%	-8%	-1%	-5%	-2%	28%
COCC(C)NC(=O)c1cc(-c2ccc(O)cc2)on1 (stereo not given)
  0%	?	-5	-2%	1%	-7%	-18%	-3%	59%[activator]
Cc1ccc(CN2CCN(c3ccccc3)CC2)o1
  -2%	22µM*	3	-8%	20µM*	i	50µM*	-4%	?
CCC(C)Sc1ccc([C@@H]2[C@H]3C(=O)N(CC)C(=O)[C@H]3[C@]3(C(=O)OC)CCCN23)cc1OC (stereo not given in full)
  14%	1%[2.33 µM]	-5	-11%	?	4%	?	18%	14%
CN1CCN(c2ccc(Cl)cc2NC(=O)/C=C/c2ccc(F)cc2)CC1
  14%	?	-3	-19%	-26%[57.1 µM]	i	-32%	-3%	-11%
Cn1c(=O)c2[nH]c(N=NNc3ccccc3F)nc2n(C)c1=O
  14%	1.8µM*	-11	-17%	7.9µM*	-3%	20µM*	-13%	20µM*
CN(CC(=O)Nc1ccc(N2CCOCC2)cc1)C(=O)CC(c1ccccc1)c1ccccc1
  1%	?	-11	-22%	-26%	-1%	?	-5%	3%
CCC1CCc2c(c3ccccc3[nH]c2=O)O1 (stereo not given)
  0%	18%	-7	-6%	-16%	-2%	-4%[57.1 µM]	11%	22%
Fc1ccc(C2=CC(c3ccc(F)cc3)n3c(nc4ccccc43)N2)cc1 (stereo not given)
  7%	18µM*	2	-5%	13%	7%	3%	-1%	118%[activator]
Cc1c(OCC(=O)NCc2ccncc2)ccc2c3c(c(=O)oc12)CCCC3
  3%	.	0	-6%	-3%	1%	-5%	17%	32%
Cc1cc(C)cc(CSCC(=O)NN=C2CCCCCC2)c1
  -7%	13%[59 µM]	0	-25%	0%	-2%	4%	-2%	42%[activator]
CCOCCCNC(=O)c1cc2c(=O)[nH]c3ccccc3c2n1C
  -4%	32%[59 µM]	9	-13%	?	0%	.	-3%	67%[activator]
COCCCNc1ncnc2c1nnn2C
  4%	0%[59 µM]	0	-12%	-2%	-3%	0%	3%	10%
C=CCn1c(=O)c2c3c(sc2n2c(Nc4ccc(C(=O)OCC)cc4)nnc12)CCCC3
  7%	-28%[59 µM]	3	1%	-11%	-2%	4%	.	37%
CCOC(=O)COn1c(SCC(=O)OCC)nc2ccccc2c1=O
  -1%	6%[59 µM]	3	-1%	-6%	i	7%	2%	16%
CCOC(=O)C1C(=O)OC(C)(C)C1C(C)C(=O)c1ccccc1 (stereo not given)
  1%	3%	-2	-11%	-13%	1%	-6%	1%	27%
Cc1nnc(NC(=O)c2ccc3c(c2)C(=O)N(CCC(C)C)C3=O)s1
  -5%	9%	-1	-13%	-8%	-9%	4%	1%	27%
O=C(NCCNc1ccc([N+](=O)[O-])cc1)c1cc(F)c(F)cc1Cl
  -7%	.	3	9%	-22%	-8%	.	-3%	28%
O=C(CNC(=O)c1ccc(-c2ccccc2)cc1)OCc1c(F)cccc1Cl
  -1%	-35%	3	-8%	6%	i	2%	-14%	56%[activator]

Later entries.
Values run as follows: Pin1 inhibitor	G9a inh	PI4K2A inh	POLH inh	JMJD2A Tudor inh	PGK inhibitor	BAZ2B inh	GLS inhibitor	HP1b binding inh
CCCCn1c(N)c(N(CCOC)C(=O)c2ccc(-c3ccccc3)cc2)c(=O)[nH]c1=O
  -3%	-31%	1	1%	-17%	i	5%	12%	7%
O=C(O)c1cccc(S(=O)(=O)N2CCCC(c3nc4c(nnn4Cc4ccccc4Cl)c(=O)[nH]3)C2)c1 (stereo not given)
  1%	15%[59 µM]	2	-6%	-7%	-4%	-1%	4%	9%
O=C(Cc1cccs1)N(c1ccc(Cl)cc1)C1C=CS(=O)(=O)C1 (stereo not given)
  5%	.	3	-8%	-9%	.	-1%	11%	11%
CCCNC(=O)c1ccccc1NC(=O)COc1ccc(OC)cc1
  7%	2%[59 µM]	2	-5%	-9%	-1%	9%	6%	20%
CC(C)C(=O)Nc1nnc(SCC(=O)Nc2ccc3c(c2)OCCO3)s1
  -3%	-38%	-5	?	9%	-2%	.	-7%	38%[activator]
CCOC(=O)c1cnc(SCC(=O)OCC(=O)NC2CCS(=O)(=O)C2)nc1N (stereo not given)
  1%	40%[2.33 µM]	-4	-4%	-3%	1%	30%	3%	27%
CCOc1ccc(CNS(=O)(=O)c2c(C)nc3scc(C)n3c2=O)cc1OC
  -4%	-2%	0	-4%	-20%	-3%	0%	-17%	-17%
CCOC(=O)COc1ccc(C)cc1C(=O)c1ccn2nc(-c3ccc(C)cc3)cc2n1
  -1%	20%[59 µM]	3	-8%	0%	1%	-11%	11%	26%
CC1(c2nnc(Cc3ccccc3)o2)CC(c2ccc(OC(F)(F)F)cc2)=NO1 (stereo not given)
  -12%	4%[2.33 µM]	-1	-16%	15%	3%	14%	0%	79%[activator]
Cn1cnnc1SCC(=O)Nc1ccc2c(c1)CCC2
  -4%	4%	-1	7%	-17%	5%	5%	10%	37%
COc1ccc(C2/C(=C(/O)c3ccccc3)C(=O)C(=O)N2c2ccccn2)cc1 (stereo not given)
  0%	?	0	-10%	?	i	-28%	30%	38%
COc1cc(/C=C2/C(=O)NN(c3ccc(F)cc3)C2=O)cc([N+](=O)[O-])c1O
  .	40µM*	5	45µM*	?	-12%	40µM*	0%	?
CCC1(c2ccccc2)NC(=S)N(c2cccc(C)c2C)N1 (stereo not given)
  0%	32µM*	-2	-18%	-2%	-4%	-24%	-22%	34%
COc1ccc(OC)c(NC(=O)C2CCCN(S(=O)(=O)c3c(C)nn(C)c3C)C2)c1 (stereo not given)
  0%&0%	-5%[59 µM]	-1&2	-18%&-4%	-21%&-25%	-1%&-7%	.	-2%&1%	53%&21%[activator]
CC1(C)OC(=O)N(NCc2ccccc2)C1(C)O (stereo not given)
  -7%	11%[2.33 µM]	-3	-7%	-3%	-9%	7%	-2%	93%[activator]
CCc1ccc(NCCC(=O)c2ccc(Br)cc2)cc1
  0%	-29%	2	-10%	-3%	3%	3%	4%	1%
Cc1ccc2c(c1)c1c(c(=O)n(Cc3ccccc3)c(=O)n1CC(=O)Nc1ccccc1F)n2C
  1%	-8%[59 µM]	4	-21%	-15%	-2%	-4%	3%	-4%
CCSc1nnc(NC(=O)C(C(F)(F)F)C(F)(F)F)s1
  -7%	12%[12.7 µM]	-7	-11%	-31%	-8%	-35%	2%	23%
Cc1cccn2c(=O)c3cc(C#N)c(=O)n(-c4nnc(SCc5ccccc5F)s4)c3nc12
  27%	31%[59 µM]	5	.	13%	.	0%	-6%	58%[activator]

Compound profiles, from the list above. Order of values: Pin1 inhibitor	G9a inh	PI4K2A inh	POLH inh	JMJD2A Tudor inh	PGK inhibitor	BAZ2B inh	GLS inhibitor	HP1b binding inh
CCOC(=O)c1cnc(SCC(=O)OCC(=O)NC2CCS(=O)(=O)C2)nc1N (stereo not given) is listed with 1%	40%[2.33 µM]	-4	-4%	-3%	1%	30%	3%	27%
CCCCn1c(N)c(N(CCOC)C(=O)c2ccc(-c3ccccc3)cc2)c(=O)[nH]c1=O is listed with -3%	-31%	1	1%	-17%	i	5%	12%	7%
